# RmlCD inh 1536: blocks M. tuberculosis RmlC and RmlD coupled enzymes; 160,000 compounds, 0.03% hits; RmlC+RmlD coupled enzyme assay, percent inhibition; primary screen in compound mixtures; inhibition, % at 3.6 µM; in the data active = inhibition mostly above about 34%, no sharp cut-off; also: some results filed as inactive read as strong as hits
# Target sequence (P9WH09 whole entry, looked up): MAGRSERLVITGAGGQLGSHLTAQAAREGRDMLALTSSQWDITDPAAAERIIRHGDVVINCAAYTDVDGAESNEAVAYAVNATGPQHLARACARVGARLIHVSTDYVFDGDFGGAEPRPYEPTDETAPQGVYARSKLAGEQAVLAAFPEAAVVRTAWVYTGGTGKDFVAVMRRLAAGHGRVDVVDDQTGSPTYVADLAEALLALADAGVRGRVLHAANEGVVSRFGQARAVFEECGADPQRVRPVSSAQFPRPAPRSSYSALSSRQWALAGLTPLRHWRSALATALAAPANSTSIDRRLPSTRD
# Target sequence (P9WH11 whole entry, looked up): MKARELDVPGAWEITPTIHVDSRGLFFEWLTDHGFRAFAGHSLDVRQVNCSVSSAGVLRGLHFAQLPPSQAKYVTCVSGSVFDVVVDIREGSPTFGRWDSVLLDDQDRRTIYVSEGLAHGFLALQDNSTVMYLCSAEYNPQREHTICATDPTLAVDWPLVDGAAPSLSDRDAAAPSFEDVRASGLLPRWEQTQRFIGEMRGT
# M. tuberculosis GlmU: inhibition of mycobacterial GlmU enzyme – biochemical, glucosamine-1-phosphate acetyltransferase (AID 1376) | M. tuberculosis GlmU acetyltransferase enzyme assay; higher % means a stronger effect | inhibition, %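 (tested at 30 µM in the primary screen)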, or IC50 in µM where a hit was titrated | 220,000 compounds, 0.25% hits; in the data active = inhibition above about 13%;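 also: 0% = complete reaction with vehicle and 100% = reaction without substrate; strong numbers were not always called active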
# * = called active by the depositor; x = no result given. This is a subset (hit frequency here may not be typical).
# Start of the listing, in advance, six compounds:
SMILES,RmlCD inh 1536,M. tuberculosis GlmU
CC(=O)Nc1cc(-c2ccccc2)nn1Cc1ccc(Cl)cc1,11,-1.9%
COC(=O)c1ccc(NC2CC(=O)N(c3ccccc3C)C2=O)cc1 (stereo unspecified),9,0.2%
CCCCn1cnc2sc3c(c2c1=N)CCCC3,25,4.1%
O=C(Cn1cnc2c(nnn2Cc2ccc(F)cc2)c1=O)N1CCN(c2ccccc2)CC1,0,x
CCOC(=O)c1ccccc1NC(=O)Cn1cnc2c1c(=O)n(C)c(=O)n2C,x,1.4%
COc1ccc(C(=O)CSc2nnc(Cn3nnc4ccccc43)n2C)cc1,x,-4.3%

# Main list, repeating the preview:
SMILES,RmlCD inh 1536,M. tuberculosis GlmU
CC(=O)Nc1cc(-c2ccccc2)nn1Cc1ccc(Cl)cc1,11,-1.9%
COC(=O)c1ccc(NC2CC(=O)N(c3ccccc3C)C2=O)cc1 (stereo unspecified),9,0.2%
CCCCn1cnc2sc3c(c2c1=N)CCCC3,25,4.1%
O=C(Cn1cnc2c(nnn2Cc2ccc(F)cc2)c1=O)N1CCN(c2ccccc2)CC1,0,x
CCOC(=O)c1ccccc1NC(=O)Cn1cnc2c1c(=O)n(C)c(=O)n2C,x,1.4%
COc1ccc(C(=O)CSc2nnc(Cn3nnc4ccccc43)n2C)cc1,x,-4.3%
CCOc1ccc(CN(C)CC(=O)Nc2cc(OC)c([N+](=O)[O-])cc2C)cc1,10,1.4%
CC(C)(C)c1cccc(/C=N/O)c1O,2,3.4%
CC1CC(C)CN(CC(=O)Nc2ccc3c(c2)OCCO3)C1 (stereo unspecified),18,2.5%
COc1ccc(CCNC(=O)c2nc(-c3cccs3)no2)cc1OC,5,3.8%
CCc1nnc(NC(=O)CSc2nnc(CNc3cccc(C)c3)n2-c2ccccc2)s1,x,1.7%
NNC(=O)Cc1cn(-c2ncc(C(F)(F)F)cc2Cl)c2ccccc12,x,4.5%
O=C(NCC(c1cccnc1)N1CCN(c2ccccc2)CC1)Oc1ccccc1 (stereo unspecified),x,-6.3%
COc1ccc(NC(=O)CSc2nc3nc(-c4cccs4)cc(C(F)(F)F)c3c(=O)[nH]2)c(OC)c1,-12,1.1%
COc1cc(C2Nc3c(F)cccc3C3C=CCC32)cc(Br)c1OC (stereo unspecified),11,1.6%
Cc1ccc(S(=O)(=O)N2CCN(C)CC2)cc1[N+](=O)[O-],10,-1.4%
CCn1ccnc1CN(C)Cc1cn(-c2ccccc2)nc1-c1ccc(OC)cc1F,x,-0.1%
COc1ccc(NC(=O)CSc2nc3ccccc3cc2Cc2ccccc2)cc1,x,5.8%
CCOC(=O)N1CCN(Cc2nc(C3CC3)no2)CC1,x,-9.3%
Cc1cc(/C=N/NC(N)=S)c(C)n1-c1ccc(Cl)c(Cl)c1,-2,-8.9%
CCCCN(CC)Cc1ccc(CNC(=S)Nc2ccccc2F)o1,x,-4.5%
COc1ccc(Cc2c[nH]c(=O)[nH]c2=O)cc1,x,-2.4%
CC1CN(C(=O)c2cc(F)c(F)cc2Cl)CC(C)O1 (stereo unspecified),x,-2.7%
NCCCC[C@@H]1NC(=O)c2cc([N+](=O)[O-])cc(I)c2SC[C@@H](C(N)=O)NC(=O)[C@H](CCC(N)=O)NC1=O,x,-1.9%
Cc1ccc2c(CC(=O)OCn3nnc4ccccc4c3=O)coc2c1,2,1.5%
C#CCOc1ccc(C2C3=C(COC3=O)Nc3cc4c(cc32)OCO4)cc1OC (stereo unspecified),x,-0.1%
COc1ccc(C2C(C(=O)c3sc(C)nc3C)=C(O)C(=O)N2CCN2CCOCC2)cc1 (stereo unspecified),x,-0.3%
Cc1cc(C)c(S(=O)(=O)Nc2cc(SCC(=O)O)c(O)c3ccccc23)cc1C,-7,6.0%
O=C(CSCc1cnn(-c2ccccc2)c1-n1cccc1)N1CCN(Cc2ccccc2)CC1,x,5.0%
COc1ccccc1N(CC(=O)Nc1cccc(C(F)(F)F)c1)S(C)(=O)=O,x,1.0%
C=CCSc1nc2c(sc3nc(C)cc(C)c32)c(=O)[nH]1,x,4.5%
CCN(CC)N=Nc1ccc(C(=O)O)cc1,7,-0.1%
CCOC(=O)c1c(/N=C/C2=C(O)CC(C)(C)CC2=O)sc2c1CCCC2,35,-1.9%
O=C(Nc1ccccc1)c1cc(Cl)nc2ccccc12,3,1.0%
CC(=O)Oc1c(S(=O)(=O)c2ccc(C)cc2)c(C)nn1C(C)(C)C,3,-3.8%
Cc1[nH]c(=O)[nH]c(=O)c1NC(=O)c1ccc(OC(C)C)cc1,11,0.3%
N#CNC(N)=Nc1cccc(Cl)c1,x,-0.1%
CC(=O)Nc1ccc(Nc2ncnc3ccccc23)cc1,8,5.0%
CCCC[C@@H]1C[C@H]1[C@@H](NC(=O)c1ccco1)c1ccccc1C(F)(F)F,x,-1.5%
O=C1c2ccccc2C(=O)C1(CO)c1ccccc1,-8,5.3%
NC(=O)C1CCN(S(=O)(=O)c2cccc(C(=O)O)c2)CC1,-1,-1.7%
COc1ccc2sc3c(=O)[nH]c4ccccc4c3c2c1,x,-5.7%
Cc1ccnc(NS(=O)(=O)c2ccc(NC(=O)c3ccc([N+](=O)[O-])s3)cc2)n1,-14,3.4%
O=C(NC(=S)Nc1ccccc1)c1cc(-c2ccccc2)nc2ccccc12,-4,-5.8%
CC(=O)c1ccccc1NS(=O)(=O)c1ccccc1Cl,4,0.4%
Cc1oc(C)c2c(=O)ccc3c(c12)OC(N)=C(C#N)C3c1ccc(F)cc1 (stereo unspecified),-11,-1.4%
CCNC(=O)COC(=O)/C=C/c1c(C)nn(Cc2cccc(OC)c2)c1Cl,x,-1.4%
CS(=O)(=O)NN1C(=O)c2ccccc2NC1c1cc2ccccc2nc1Cl (stereo unspecified),x,2.8%
Cc1c(N2C(=O)/C(=C\c3cccc4ccccc34)SC2=S)c(=O)n(-c2ccccc2)n1C,6,-3.4%
COc1ccc(C2=Nc3ccc(Br)cc3C(c3ccccc3)N2CC(=O)NN)cc1 (stereo unspecified),x,2.6%
CC(C)CCNC(=O)NC(=O)COC(=O)/C=C/c1cccc([N+](=O)[O-])c1,1,-2.3%
c1ccc2[nH]c(SCc3cscn3)nc2c1,x,7.0%
CN1C(=S)NC(C)(C)CC1(C)c1ccc(O)cc1O (stereo unspecified),x,1.6%
CC1(C)C(=O)Nc2ccccc2N1C(=O)CN1C(=O)C(=O)N(C2CCCC2)C1=O,x,-3.5%
CN=C(Nc1ccccc1)SC1CC(=O)N(c2ccc(C(=O)OC)cc2)C1=O (stereo unspecified),x,2.4%
CCC(C)(C(=O)NC1CCCCC1)N(Cc1ccco1)C(=O)CC1NC(=O)NC1=O (stereo unspecified),-39,8.3%
Cc1cc(C)n(-c2nc(NCC(C)O)c3c4c(sc3n2)COC(C)(C)C4)n1 (stereo unspecified),-8,1.4%
CNC(=O)Cn1c(C)cc(=O)c2cccc(OC)c21,5,-1.4%
CCOc1cc(/C=C/C(=O)OCC(=O)NC2CCS(=O)(=O)C2)ccc1OCc1ccccc1 (stereo unspecified),30,-5.2%
CC(=O)c1ccc(Cc2cnc(N)s2)cc1,6,-2.2%

# An excerpt of these results, with values under each structure.
# Second line of a record – RmlCD inh 1536 | M. tuberculosis GlmU
- Cc1cc(C)n(-c2nc(NCC(C)O)c3c4c(sc3n2)COC(C)(C)C4)n1 (stereo unspecified)
    -8 | 1.4%
- NC(=O)C1CCN(S(=O)(=O)c2cccc(C(=O)O)c2)CC1
    -1 | -1.7%

# Remaining list, next part
SMILES,RmlCD inh 1536,M. tuberculosis GlmU
COc1ccccc1NC(=O)C1CCCN1C(=O)NCc1ccccc1 (stereo unspecified),x,0.8%
O=C(Nc1ccccc1-c1ccccc1)c1cccs1,x,-3.5%
Cc1ccc(NC(=S)NNC(=O)c2nn(C)c(C)c2Cl)cc1,-4,x
Clc1ccc2c(c1)c1cc(Cl)ccc1n2CN1CCOCC1,x,0.8%
Cc1cc(C(=O)COc2nncc3ccccc23)c(C)n1C,-5,-0.5%
COc1ccc(/C=N/NC(=O)c2cccnc2)cc1CSc1ccccn1,-7,6.2%
O=C(Cc1ccccc1)N/N=C/C=C/c1ccccc1[N+](=O)[O-],7,-0.6%
O=C(Nc1nc(-c2cccs2)cs1)c1ccc(S(=O)(=O)N2CCCC2)cc1,17,1.8%
Cn1ncc(N=Cc2ccccc2O)c1C(=O)Nc1ccccc1,8,0.4%
CCn1c(CNC(=O)c2cccc(C)c2)nc2ccccc21,8,0.6%
COC(=O)c1cc(C(=O)OCC(=O)Nc2ccccc2OC(F)F)cc([N+](=O)[O-])c1,-7,6.9%
O=C(NCc1cccs1)c1nc2c(nnn2Cc2ccc(F)cc2)c(=O)[nH]1,69,1.4%
NC(=O)C1(N2CCCCC2)CCN(C(=O)c2ccc(-n3cnnn3)cc2)CC1,-2,0.6%
CCOC(=O)Nc1ccc2c(c1)N(C(=O)CCN1CCN(CCO)CC1)c1ccccc1CC2,-1,4.1%
CCCCNC(=O)CS(=O)Cc1nc(-c2cccc(Cl)c2)oc1C (stereo unspecified),-4,2.7%
CCCN1Cc2cccc(C(=O)Nc3cc(OC)cc(OC)c3)c2C1=O,81,6.0%
CC(NC(=S)Nc1ccc([N+](=O)[O-])cc1)c1ccncc1 (stereo unspecified),8,-4.8%
O=c1c2ccccc2nc2c3ccccc3c(NCCO)nn12,-14,2.3%
O=C(CN1CCCC1=O)Nc1ccccc1,x,7.2%
Cc1ccc(C(C)NC(=O)C23CC4CC(CC(C4)C2)C3)cc1 (stereo unspecified),-12,3.3%
Cc1ccc(OCCSc2nnc(-c3cccs3)n2C)cc1,x,-7.8%
Cc1ccc(-c2cc(C(=O)OC3CCOC3=O)c3ccccc3n2)c(C)c1 (stereo unspecified),-7,-2.8%
COc1ccccc1N1CCN(C(c2cccs2)C(C)NC(=O)c2ccncc2)CC1 (stereo unspecified),9,6.3%
CC(C)Oc1cccc(-c2cc(C(=O)N3CCN(c4ncccn4)CC3)c3ccccc3n2)c1,x,3.3%
Cc1ccc(S(=O)(=O)Nc2ccc(S(=O)(=O)N3CCCC3)cc2)cc1,34,1.7%
COC(=O)c1ccc(-c2nc3cc(Cl)c(N)cc3s2)cc1,5,-8.8%
CCC1CCCCN1C(=O)COC(=O)c1ccc(S(=O)(=O)N2CCOCC2)cc1 (stereo unspecified),18,-5.6%
CCOC(=O)c1ccc(S(=O)(=O)N2CCN(C(=O)c3nn(C)c(=O)c4ccccc34)CC2)cc1,3,1.6%
Cc1cc(C)nc(SCC(=O)Nc2ccc(S(=O)(=O)NC(C)(C)C)cc2)n1,-5,4.1%
COc1cc(Nc2ncnc(N)n2)cc(OC)c1OC,18,3.3%
O=S(=O)(NCc1cccnc1)c1ccc(Cl)nc1,x,3.0%
CC12CCC(C(=O)N(NC(=O)c3ccccc3Cl)C1=O)C2(C)C (stereo unspecified),4,4.5%
CCC1Oc2ccc(C)cc2N(CC(=O)NCCCN2CCN(Cc3ccccc3)CC2)C1=O (stereo unspecified),x,-6.5%
COC(=O)CCC(=O)NNC(=O)CCC(=O)Nc1cccc(Cl)c1C,7,0.9%
CCc1cc2c(=O)c(-c3nc4ccccc4n3C)c(COCC(=O)O)oc2cc1OC(=O)C(C)(C)C,3,3.2%
O=C(Nc1c(C(=O)N2CCCCC2)cnn1-c1ccccc1)c1ccco1,-51,-2.0%
Cc1ccc(N(C)S(=O)(=O)c2ccc(C)cc2)cc1,x,1.7%
CCC1Oc2ccc(C)cc2N(CC(=O)NCCCN2CCCCC2CC)C1=O (stereo unspecified),-6,-2.6%
CC1CCC2(CC1)OCC1(CCC3(COC4(CCC(C)CC4)OC3)C1=O)CO2 (stereo unspecified),-12,3.1%
COc1cc(OC)c(-n2c(C)cc(C=O)c2C)cc1Cl,x,-4.0%
O=C(CSc1nnc(-c2cccs2)n1-c1ccccc1)c1ccc2c(c1)OCCO2,x,-1.4%
COc1ccc(OC)c(S(=O)(=O)NC2CCN(Cc3ccccc3)CC2)c1,x,2.6%
c1ccc(OCc2nc(-c3cccs3)no2)cc1,x,1.0%
Cc1c(NC(=O)C(C#N)=C2CCCCC2)c(=O)n(-c2ccccc2)n1C,9,-6.5%
O=C(NNC(=O)C1[C@H]2CCCC[C@@H]12)c1ccc(=O)oc1 (stereo partly specified),x,5.2%
O=C(COc1ccc(Br)cc1)N1CCC(c2ccccc2)C1 (stereo unspecified),x,0.2%
COc1ccc(NS(=O)(=O)c2ccc(N3CCOCC3)c(NC(=O)c3ccc(OC)cc3)c2)cc1,4,-4.8%
CCC1=C(OC(=O)N(CC)CC)N2C(=O)OC(=NCc3ccccc3)[C@]2(C)[C@H]2C1=CC[C@H]1C(=O)N(CC(=O)OC)C(=O)[C@H]12,x,0.4%
CCOC(=O)c1sc2ccccc2c1NC(=O)c1coc2ccccc2c1=O,7,2.9%
CC(C)Cn1c(N)c(C(=O)CSc2ccccc2)c(=O)n(C)c1=O,-8,-0.4%
Fc1ccccc1CCNCc1ccccc1,-10,-1.8%
O=c1[nH]c2ccccc2n1CCCN1CCN(C(c2ccccc2)c2ccccc2)CC1,x,-4.2%
Cc1ccc(NC(=O)c2ccccc2O)cc1,x,-1.4%

# Single records, from the list above. Screens in order: RmlCD inh 1536	M. tuberculosis GlmU
# Entry for O=C(NNC(=O)C1[C@H]2CCCC[C@@H]12)c1ccc(=O)oc1 (stereo partly specified) → x	5.2%
# Entry for CCOC(=O)c1sc2ccccc2c1NC(=O)c1coc2ccccc2c1=O → 7	2.9%
# Entry for COc1ccc(OC)c(S(=O)(=O)NC2CCN(Cc3ccccc3)CC2)c1 → x	2.6%

# Screening data (PubChem BioAssay)
